High-throughput results deposited in PubChem BioAssay by School of Medicine, Indiana University.
FECH inh: inhibitors of human ferrochelatase, primary screen, biochemical, purified FECH, Ni-mesoporphyrin absorbance; Ni-mesoporphyrin absorbance 550 nm; calls only at 10 µM (by protocol); hit rate 3.3% among 20,000; Ferrochelatase, mitochondrial (Homo sapiens), P22830; AID 1671448, 2021;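 active = enzyme reaction rate more than 3 SD below the solvent-only control wells on the same plate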;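 note: lower slope than DMSO wells means FECH inhibition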
Target sequence (P22830 whole entry, looked up): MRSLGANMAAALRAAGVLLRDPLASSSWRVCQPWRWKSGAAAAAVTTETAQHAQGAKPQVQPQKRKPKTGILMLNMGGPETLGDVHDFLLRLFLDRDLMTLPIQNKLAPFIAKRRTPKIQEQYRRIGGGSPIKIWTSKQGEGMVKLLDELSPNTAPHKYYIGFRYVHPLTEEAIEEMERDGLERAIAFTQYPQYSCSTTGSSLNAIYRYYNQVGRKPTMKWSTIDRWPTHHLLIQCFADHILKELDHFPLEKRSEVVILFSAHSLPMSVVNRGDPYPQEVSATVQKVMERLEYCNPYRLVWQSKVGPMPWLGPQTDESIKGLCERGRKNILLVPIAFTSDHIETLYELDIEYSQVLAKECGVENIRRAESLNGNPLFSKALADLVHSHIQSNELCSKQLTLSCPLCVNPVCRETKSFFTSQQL
Calls only; i = inactive; + = active, no number.

SMILES	FECH inh
Cn1c(=O)c(CN2CCC(CNC(=O)C3CC3)C2)cc2ccccc21 (stereo unspecified)	i
Cc1ccc(OCCS(=O)(=O)N2CCn3cncc3C2)cc1	i
Cc1ccc(N2CC(NC(=O)c3cccs3)CC2=O)cc1 (stereo unspecified)	i
CCc1nc(OCC(=O)NCc2ccccc2C)c2c(-c3ccc(F)cc3)noc2n1	i
COc1ccc(C)cc1NC(=O)CN1C(=O)CC(c2ccc(Br)s2)=Nc2ccccc21	i
CCCCN(Cc1nc2nc(C)cc(C)n2n1)C(=O)c1cccc([N+](=O)[O-])c1	i
COCCNC(=O)C1(C)Cn2c(cc3ccsc32)C(=O)N1c1ccc2c(c1)OCCO2 (stereo unspecified)	i
O=C1CC(c2ccnn2-c2ccccc2)c2ccc(N3CCOC3=O)cc2N1 (stereo unspecified)	i
COCCc1ncc(CN2CCN(c3ccccc3OC)C(C)(C)C2)cn1	i
CC(C)CNC(=O)c1nc[nH]c1C(=O)NCC(C)(C)C	i
Cc1cc(N2CCN(CC(C)C)C(CCO)C2)nc(-c2cccnc2)n1 (stereo unspecified)	i
CCOC(=O)c1csc(CCNc2nc(C)nc3c2cnn3C)n1	i
CCOC(=O)c1cc2ccsc2n1CC(=O)Nc1ccc(OC)c(OC)c1	i
COc1ccccc1-c1c(Nc2ccccc2)oc2c1c(=O)n(C)c(=O)n2C	i
Cc1cc2oc(=O)cc(C)c2cc1NC(=O)c1cnccc1C	i
O=c1oc2ccccc2n1CCN1CCc2[nH]cnc2C1c1ccccn1 (stereo unspecified)	i
CC(=O)Nc1c2n(c3ccccc13)CC(C)(C(=O)NCCC(C)C)N(Cc1ccccc1F)C2=O (stereo unspecified)	i
Cc1ccc(N(Cc2nc3nc(C)cc(C)n3n2)C(=O)c2ccco2)cc1	i
Nc1nc(-c2ccc(-c3ccccc3CN3CCOCC3)cc2)cs1	i
Cc1ccc(N(Cc2nc3nc(C)cc(C)n3n2)C(=O)c2cccs2)cc1	i
Cc1nc(CN2CCN(C(=O)c3cccc(NCc4cccs4)c3)CC2)no1	i
Cc1nc(NCCNC(=O)c2ccncc2)cc(C(C)C)n1	i
O=C(c1cccn1-c1nnc(N2CCCCC2)s1)N1CCN(C2CCCCC2)CC1	i
Cc1cc(N2CCCC2)nc(Nc2ccc(NC(=O)c3cccc(F)c3)cc2)n1	i
Cc1cc(F)ccc1NC(=O)CCNC(=O)c1cnn2c1CCCC2	i
COc1cc(Cl)cc(C(=O)N2CCCC(N(C)C)CC2)c1 (stereo unspecified)	i
COc1ccc(NC(=O)c2snnc2C)cc1NC(=O)c1ccccc1	i
COc1cc(OC)cc(C(=O)Nc2cc(C)nn2-c2ncnc3c2cnn3-c2cccc(Cl)c2)c1	i
COc1cc(-c2nc(C(N)=O)cs2)cc(OC)c1OC	i
Cc1noc(C)c1CNC(=O)C(c1cccnc1)N1CCCC1 (stereo unspecified)	i
Cc1cc(C)cc(-n2c(CCCC(=O)O)nc3cccnc32)c1	i
Cc1ccc(-c2nnc(-c3nc(Nc4ccc(C)c(F)c4)c4ccccc4n3)o2)cc1	i
COc1ncc(CN2CCc3onc(-c4cccc5ccccc45)c3C2)cn1	i
Cc1ccc(NC(=O)c2ccc(CNc3nc4nc(C)cc(=O)n4[nH]3)cc2)cc1	i
CCOCCCNC(=O)C1c2c(n(C)c3ccccc23)SCC(=O)N1c1ccc(C(C)C)cc1 (stereo unspecified)	i
Cc1cc(N2CCCC2)nc(Nc2ccc(NC(=O)C3CCCC3)cc2)n1	i
CC(Oc1ccccc1)C(=O)N1CCc2c(c(C(=O)NCc3ccccc3)nn2C)C1 (stereo unspecified)	i
Cc1cc(NC(=O)CNCCN2CCCOC2=O)ccc1Cl	i
COc1ccc(N2CCCS2(=O)=O)cc1NC(=O)c1ccc(F)c(F)c1	i
COc1ccc(Nc2cc(C)nc(Nc3ccc(NC(=O)c4ccccc4F)cc3)n2)cc1	i
CCOc1ccccc1CNS(=O)(=O)c1cc(C(=O)N2CCCC2)cs1	i
Cc1cc(C)c(C(=O)NC(c2cccnc2)c2ccc(C)c(C)c2)c(=O)[nH]1 (stereo unspecified)	i
O=C1NCC(CN2CCc3onc(C(c4ccccc4)c4ccccc4)c3C2)O1 (stereo unspecified)	i
Cc1ccc(NC(=O)CC(=O)NCCOc2cccc3cccnc23)cc1	i
CCCCc1cc(=O)[nH]c(-c2ccc(CN3CCC(F)(F)CC3)cc2)n1	i
CCN1CCN(c2nc(Nc3ccc(C)c(C)c3)c3cnn(-c4ccccc4)c3n2)CC1	i
COCC(=O)NC(C)C1=CCCN(CCN2CCCCCC2)C1 (stereo unspecified)	i
CC(CO)CN(Cc1ccccc1)Cc1nn(C)c2cccc(Cl)c12 (stereo unspecified)	i
Cc1nc2nc(C)c(NC(=O)Nc3ccccc3C(F)(F)F)c(=O)n2[nH]1	i
Cc1cc(N2C[C@H]3OC(=O)N(CCc4ccccn4)[C@H]3C2)c2ccccc2n1	i

Additional results.
SMILES	FECH inh
CC1CCN(CCNC(=O)C2CCN(c3ccc(-c4cccs4)nn3)CC2)CC1	i
CCC(CC)C(=O)Nc1ccc(Nc2nc(C)cc(Nc3ccc(OC)cc3)n2)cc1	i
CCCC(=O)Nc1cccc(C(=O)N[C@H](C)c2cccc(OC)c2)c1	i
Cc1ncc(CN2CCC(CNC(=O)CC3=CCCCC3)C2)cn1 (stereo unspecified)	i
Cc1cccc(S(=O)(=O)NCc2nc3cccnc3n2C)c1	i
CC(C(=O)N(Cc1cnn(C)c1)C1CC1)n1cccc1 (stereo unspecified)	i
O=C(c1cccs1)N1CC[C@@H](c2ccc3ccccc3c2)[C@H](O)C1	+
CC(C)c1cc(C(=O)N2CCC3(CC2)c2ccccc2[C@@H](N)[C@@H]3O)cs1	i
CCN1CCN(CCNC(=O)CC2CCN(S(=O)(=O)c3ccccc3)CC2)CC1	i
CCc1ccc(S(=O)(=O)NCCn2c(C(F)(F)F)nc3cccnc32)cc1	i
Cc1cnn(CCC(=O)N2CCNCC2C(=O)NCc2cccnc2)c1 (stereo unspecified)	i
CCc1nc2nc(C)c(NC(=O)Nc3ccc4c(c3)OCCO4)c(=O)n2[nH]1	i
Cc1cc(Nc2ccc(OC(=O)C3CCCCC3)cc2)n2nc(-c3cccnc3)nc2n1	i
COCCn1c(CNC(=O)c2cccc(C)c2)nc2cccnc21	i
COc1ccc2oc(CNC(=O)CN3CCCCCC3)nc2c1	i
Cn1nc(C(=O)NCC2(O)CCNC2)c2c1CCCC2 (stereo unspecified)	i
CSc1nc(NCC2CCCO2)c(C#N)c(-c2ccc(Cl)cc2)n1 (stereo unspecified)	i
COc1ccc(Cc2nc(CCc3ccccc3)n[nH]2)cc1C	i
O=C(Nc1ccc(Oc2cccnc2)cc1)c1ccccc1C1CCNC1 (stereo unspecified)	i
Cc1ccc(C(=O)N(Cc2nc3nc(C)cc(C)n3n2)c2cccc(Cl)c2)cc1	i
CCOc1ccc(Nc2nc(NCc3ccc(C)cc3)nc3c2cnn3-c2ccccc2)cc1	i
COc1ccccc1OCc1cc(C(=O)N(C)C(C)c2cccs2)no1 (stereo unspecified)	i
O=C1OCCN1Cc1nc(CCc2ccccc2)nn1-c1ccccn1	i
CC(=O)NCCC(=O)Nc1ccnn1Cc1cccc(Cl)c1	i
CCc1c(C)nc2ncnn2c1Sc1ccc(NC(=O)c2ccc(OC)c(OC)c2)cc1	+
Cc1ccc(Nc2nc(NCCN(C)C)nc3c2cnn3-c2ccccc2)cc1	i
COc1cccc(Cn2c(CNS(=O)(=O)c3cnn(C(F)F)c3C)nc3cccnc32)c1	i
CC(C)(C)c1cn(C2CCN(C(=O)CN3CCCCC3=O)CC2)nn1	i
Cc1cc(N2CCCC2)nc(Nc2ccc(NC(=O)c3ccc(Cl)cc3)cc2)n1	i
CNC(=O)CC(C)N(C)Cc1cc(C(C)(C)C)ccc1O (stereo unspecified)	i
Cc1cccc(C)c1OCC(C)NCC(=O)Nc1cnccn1 (stereo unspecified)	i
CN(CC(=O)c1ccc(O)cc1)C(=O)C[C@@H]1C[C@@H]2C=C[C@H]1C2	i
CCCNC(=O)Cn1c(=O)n(Cc2ccc(C(=O)NC)cc2)c(=O)c2cc(OC)c(OC)cc21	i
CCCn1nccc1NC(=O)c1cccc(CN2C[C@@H](C)O[C@@H](C)C2)c1	i
CC(C)NC(=O)C1CCC(Cn2c(=O)c3sccc3n(CC(=O)NCc3ccccc3)c2=O)CC1 (stereo unspecified)	i
COCCNS(=O)(=O)c1ccc(N2C(=O)CCS2(=O)=O)cc1	i
COc1ccc(Cl)cc1S(=O)(=O)NCCn1c(C(F)(F)F)nc2cccnc21	i
O=C(Nc1ccccc1Br)N1CCC(n2cnc3cccnc32)CC1	i
O=C(Nc1nc(-c2ccccc2)ns1)N1CCc2[nH]cnc2C1c1cccnc1 (stereo unspecified)	i
O=c1cc(CNc2ccccc2Cl)nc2nc(NCc3ccc(F)cc3)[nH]n12	i
Cc1ccccc1N1CCN(C2CCCN(C(=O)c3c[nH]c(=O)[nH]3)C2)CC1 (stereo unspecified)	i
Cc1ccc(NC(=O)CN2CCN(Cc3ccccc3F)S2(=O)=O)c(Cl)c1	i
Cc1ccc2cc(CN3CC(n4cccn4)C3)c(=O)[nH]c2c1	i
O=C(CSc1ncn[nH]1)NCc1cccnc1Oc1ccccc1F	i
COCc1cc(CN(C)c2ncnc3[nH]ccc23)[nH]n1	i
CCC1CN(Cc2ccccc2OCC(=O)N(C)C)CCN1C(C)C (stereo unspecified)	i
COc1ccc(C(=O)Nc2nc3n(n2)C(c2ccc(Cl)cc2)C=C(c2ccc(C)cc2)N3)cc1 (stereo unspecified)	i
CCCN(CC#Cc1ccccc1)C(=O)c1ccc2nccn2c1	i
CC1CCN(Cc2cc(=O)n3[nH]c(NCc4ccccc4)nc3n2)CC1	i
C=C(C)CN(C)C(=O)c1ccc2nc(C)c(C)nc2c1	i

New compounds follow:
SMILES	FECH inh
CN(C)c1ncccc1CNc1ccc2cc(Cl)ccc2n1	i
COc1ccccc1OCC(C)n1cnc(-c2ccccc2)c1C1CC1 (stereo unspecified)	i
CCCC(=O)Nc1ccc(Nc2nc(C)cc(Nc3ccccc3)n2)cc1	i
OCCNc1ccc(-c2cc3ccccc3o2)nn1	i
COC(=O)CC1=CC(=O)N(CC(=O)Nc2cc(Cl)ccc2OC)c2ccccc2N1	i
CCCn1nc2c(c1C)C(CCSC)CC(=O)N2 (stereo unspecified)	i
Cc1cc(NCCN2CCNC2=O)nc(-c2ccccc2)n1	i
O=c1cc(CCn2cnc(-c3ccccc3)c2-c2cccc3cccnc23)nc[nH]1	i
Cc1cc(CC(=O)NCC(C)Oc2cccnc2)on1 (stereo unspecified)	i
CCOc1c(N2CCc3ccccc32)c(=O)c1=O	i
Cc1nonc1C1CCCN1Cc1ncccc1C(=O)O (stereo unspecified)	i
Cc1cc(C(=O)N(C)C/C=C/c2ccccc2)cc(S(N)(=O)=O)c1C	i
O=C(c1csc(S(=O)(=O)NCc2ccc3c(c2)OCO3)c1)N1CCCC1	i
O=C(CN1C(=O)COCC1=O)NCC1CCN(C2CCCC2)C1 (stereo unspecified)	i
CC(=O)NCCN1CCc2onc(C(c3ccccc3)c3ccccc3)c2C1	i
CCCn1cnnc1CNc1nc(-c2cccnc2)nc2c1cnn2C	i
COc1cccc(C(=O)N2CCC(C(=O)N3CCN(C)C(C(=O)O)C3)CC2)c1 (stereo unspecified)	i
C=CC[C@@H]1CC=C[C@@H](c2ccccc2)N1C(=O)c1ccn(CC)n1	i
COC(=O)CC1=CC(=O)N(CC(=O)Nc2ccc3c(c2)OCCO3)c2ccccc2N1	i
O=C(NCC(=O)N1CCC(c2nc(-c3ccc(F)cc3)no2)CC1)c1ccco1	i
COc1cccc(OCC(=O)NC2CC(=O)N(c3cccc(OC)c3)C2)c1 (stereo unspecified)	i
COc1ncccc1-c1ccc(OCC(N)=O)c(C)c1	i
CCCNC(=O)C1CCC(Cn2c(=O)c3sccc3n(CC(N)=O)c2=O)CC1 (stereo unspecified)	i
Cc1cc(Nc2ccc(OC(=O)c3cccc(Cl)c3)cc2)n2nc(-c3cccnc3)nc2n1	i
Cc1ccc(CN2CCCN(C)C3(CCN(C)CC3)C2)c(Cl)c1Cl	i
COc1cccc(OC)c1C(=O)Nc1sc2c(c1-c1nc3ccccc3s1)CCN(C(C)=O)C2	i

This is a subset. The share of hits here may be higher or lower than overall.
